# Bioassay records (PubChem BioAssay)
# rCAG RNA binder – molecules binding r(CAG) RNA repeats | r(CAG) RNA repeat, TO-PRO-1 dye displacement fluorescence | AID 651821 | hit rate 1.3% among 370,000 | inhibition, % at 3 µM;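 active = inhibition above the plate cutoff, the mean of all test compounds on that plate plus 3 SD, cut at about 35% in these data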;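 also: 0% = DMSO alone and 100% = 100 µM mitoxantrone as full dye displacement; higher means more dye released from RNA so lower well fluorescence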
# GC-B act – GC-B (human) receptor activation | AID 1920062 | activation, % at 10 µM | P20594 | HEK293-GC-B cells, CNP EC30, cGMP TR-FRET; 0% at EC30 CNP, 100% saturating CNP | hit rate 0.11% among 370,000;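 active = activation at 10 µM reaching about 35% in either raw or pattern-adjusted values, limit read from the data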
# Target sequence (P20594 whole entry, looked up): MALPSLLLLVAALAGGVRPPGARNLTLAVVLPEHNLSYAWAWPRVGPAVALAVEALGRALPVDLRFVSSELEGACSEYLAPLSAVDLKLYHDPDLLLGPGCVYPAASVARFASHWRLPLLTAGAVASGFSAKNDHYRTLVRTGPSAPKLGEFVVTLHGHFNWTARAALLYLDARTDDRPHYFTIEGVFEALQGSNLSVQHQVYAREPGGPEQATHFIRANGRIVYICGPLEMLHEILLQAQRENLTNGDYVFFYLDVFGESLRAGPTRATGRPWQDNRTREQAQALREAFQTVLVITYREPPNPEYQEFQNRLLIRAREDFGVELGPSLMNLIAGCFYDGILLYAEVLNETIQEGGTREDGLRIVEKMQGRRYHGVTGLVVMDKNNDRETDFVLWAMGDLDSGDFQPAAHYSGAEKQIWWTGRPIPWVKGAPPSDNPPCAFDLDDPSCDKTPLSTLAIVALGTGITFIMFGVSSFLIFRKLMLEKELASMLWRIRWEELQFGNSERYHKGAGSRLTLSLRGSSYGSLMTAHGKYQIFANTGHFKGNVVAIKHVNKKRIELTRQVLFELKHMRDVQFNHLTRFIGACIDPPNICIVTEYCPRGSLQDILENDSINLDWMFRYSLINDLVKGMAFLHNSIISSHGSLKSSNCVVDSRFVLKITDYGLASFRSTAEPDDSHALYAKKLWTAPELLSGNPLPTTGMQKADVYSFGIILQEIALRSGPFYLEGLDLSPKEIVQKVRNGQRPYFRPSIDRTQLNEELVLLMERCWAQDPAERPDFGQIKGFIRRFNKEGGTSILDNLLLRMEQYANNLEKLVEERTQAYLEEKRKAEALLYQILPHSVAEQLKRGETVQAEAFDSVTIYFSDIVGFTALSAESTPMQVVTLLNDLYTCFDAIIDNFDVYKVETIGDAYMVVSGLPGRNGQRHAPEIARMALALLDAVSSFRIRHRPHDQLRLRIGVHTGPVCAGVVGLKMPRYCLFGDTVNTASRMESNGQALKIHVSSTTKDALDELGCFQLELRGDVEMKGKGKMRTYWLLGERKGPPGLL
# PRMT1 inh – PRMT1 (human) inhibition, primary screen; Q99873; recombinant PRMT1, activity-based probe fluorescence polarization; inhibition, % at 2.79 µM; hit rate 1.3% among 370,000;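 active = inhibition above about 21% made by adding two undisclosed values, limit read from the data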
# TCR CD3 inh – human TCR-CD3 binding inhibition | TAMRA-labeled TCR probe fluorescence, biochemical | inhibition, % at 9.4 µM | hit rate 0.37% among 360,000 | AID 651800; in the data active = inhibition above about 19%;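 also: recombinant mutant TCR 2C K166C tagged with TAMRA read by polarization; 0% = receptor in buffer alone and 100% = receptor with positive control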
# LEDGF integ inh – blocks HIV-1 LEDGF/p75-dependent DNA integration; AID 743269; hit rate 0.64% among 370,000; inhibition, % at 3.7 µM; TR-FRET IN-LEDGF/p75 DNA integration, Eu/Cy5;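 active = inhibition above the screen-wide mean plus 3 SD, cut at about 13% in these data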;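 also: signal is the Cy5 over europium emission ratio at 671 and 618 nm; 0% = plate median of compound wells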
# MBD2 DNA inh – MBD2-methylated oligo binding inhibition; TR-FRET, MBD2 binding to methylated oligonucleotide; AID 686964; inhibition, % at 4.4 µM; Q9UBB5; hit rate 0.31% among 370,000; in the data active = inhibition above about 13%
# TDP2 inh – blocks human TDP2 phosphodiesterase activity; O95551; recombinant TDP2, T5PNP hydrolysis, p-nitrophenol absorbance 415 nm; inhibition, % at 12.8 µM; hit rate 0.34% among 370,000; AID 720702;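 active = inhibition above the mean of all tested compounds plus 3 SD, set per campaign, cut at about 25% in these data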;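 also: 0% = DMSO with enzyme and 100% = buffer with substrate but no TDP2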
#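 Material: recombinant human TDP2; quantity: TDP2 enzyme at 120 nM final; medium: Tris-HCl pH 7.5 with MgCl2; compound: single concentration, 12.8 µM nominal, with 1% DMSO; incubation: 2 h enzyme incubation at 37 °C; signal: epi absorbance; measure: percent inhibition; benchmarks: high control without enzyme, low control DMSO plus TDP2; repeats: singlicate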
# ABHD4 inh – ABHD4 (mouse) inhibition, primary FP screen. Q8VD66. purified mABHD4, FP-Rh probe fluorescence polarization. inhibition, % at 8.92 µM. hit rate 0.54% among 370,000;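 active = inhibition exceeding the mean over every tested compound plus 3 SD, cut at about 30% in these data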;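 also: 0% = plate median of compound wells and 100% = S159A mutant with DMSO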
#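 Test system: mABHD4 protein; Read-out basis: % inhibition; Incubation: 45 min + 60 min at 25 °C; Repeats: single replicate; Technique: fluorescence polarization with parallel and perpendicular emission, 525/598 nm; Compound: 8.92 µM, single dose; Benchmarks: full inhibition S159A mutant plus DMSO, zero as sample-well median.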
# SIAE inh – human SIAE inhibition, primary screen. Q9HAT2. SIAE FP-Rh probe binding, fluorescence polarization. inhibition, % at 9.66 µM. hit rate 0.69% among 370,000. AID 1053197;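 active = inhibition above a cutoff: mean of compounds within the control limits plus 3 SD of those, cut at about 17% in these data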;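 also: 0% = plate median of compound wells and 100% = probe without SIAE protein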
# HTRA1 inh – HTRA1 (human) protease inhibition; recombinant HTRA1, FP-rhodamine activity-based probe, fluorescence polarization; inhibition, % at 5.96 µM; hit rate 0.5% among 340,000; in the data active = inhibition above about 36%;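 also: 0% = enzyme with DMSO and 100% = wells lacking enzyme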
# Active calls of the source: *; . = no result given. The list is partial. The share of hits here may be higher or lower than overall.
SMILES,rCAG RNA binder,GC-B act,PRMT1 inh,TCR CD3 inh,LEDGF integ inh,MBD2 DNA inh,TDP2 inh,ABHD4 inh,SIAE inh,HTRA1 inh
CCOc1ccc(C(=O)c2cc3ccc(O)cc3oc2=O)cc1,5,-1,5,-3,-1,-1,-11,1,-6,13
COc1ccc(C(=O)Oc2ccc(-c3nnco3)cc2)cc1S(=O)(=O)N1CCOCC1,-7,3,-1,-4,-1,-1,13,2,-1,1
COc1ccc(NC(=O)N/C=C/c2ccc(Cl)cc2)cc1,2,-2,3,3,-3,6,-2,0,-4,1
CNC(=O)NC(=O)CSc1ccc(S(=O)(=O)N(C)C2CCCCC2)cn1,-5,-1,1,7,0,-2,7,1,-2,2
O=C(N/C(=C\c1cn(-c2ccccc2)nc1-c1ccc(Cl)cc1)C(=O)N1CCOCC1)c1ccccc1,2,-3,-4,2,0,2,2,-7,-2,.
Cc1cc2n(n1)C(c1ccc(O)cc1)Nc1ccccc1-2 (stereo not given),3,3,-3,4,-5,-2,2,13,2,-39
COc1ccc(Cl)cc1CNC[C@H]1O[C@@H](n2ccc(N)nc2=O)[C@H](O)[C@@H]1O,0,5,-2,4,3,4,5,3,-2,4
CCOC(=O)Cc1csc(NC(=O)C(NC(=O)C2CCCCC2)C(C)C)n1 (stereo not given),-10,-1,2,-1,-4,4,-7,-2,-2,2
CC(C)Cn1c(SCC(=O)N(C)c2c(N)n(Cc3ccccc3)c(=O)[nH]c2=O)nc2ccccc21,-1,-5,-3,-8,4,1,-23,-6,2,-3
N#Cc1cc2c(nc1SCC(O)CS(=O)(=O)Cc1ccc(Cl)cc1)CCCC2 (stereo not given),3,-15,1,-4,1,-1,-4,-16,-5,-32
COCCNc1nc(NCc2cccc(OC)c2)c2sccc2n1,-1,1,-4,-1,-2,4,10,0,-3,.
O=C(CCC(=O)N1CCSc2ccccc21)NCc1ccccc1,-4,-2,3,-3,-3,3,-5,-5,0,2
O=C(NCc1cccnc1)Nc1ccc(Cl)cc1,-1,-2,-2,-2,-5,1,11,4,-2,-1
Cn1c(N2C(=O)CC(Cc3ccccc3)C2=O)nc2ccccc21 (stereo not given),0,4,-5,-4,0,-2,-3,3,10,-4
FC(F)(F)c1cccc(Cc2noc(CN3CCC(N4CCCCC4)CC3)n2)c1,-3,3,-5,4,5,-3,3,0,-1,2
CC1CCN(CCC(=O)Nc2ccc(Cl)cc2)CC1,2,6,1,11,1,-9,2,-1,5,0
CN1C(=O)CSC1=NC12CC3CC(CC(C3)C1)C2,0,2,-1,-4,3,-1,-11,0,0,-10
CC1CCC2(CC1)NC(=O)N(CC(=O)NCCc1ccc(F)cc1)C2=O (stereo not given),4,2,6,0,-5,12,0,-12,-3,4
COC(=O)/C=C1\OCc2cccc(C)c21,1,0,1,0,-1,2,-1,2,0,.
O=C(O)c1ccc(CN2C(=O)c3ccc(C(=O)O)cc3C2=O)cc1,5,4,-1,10,-2,1,4,-3,10,-2
Cn1c(=O)[nH]c(=O)c2c1nc(Br)n2Cc1ccc(Cl)cc1,2,-1,-3,-2,6,-5,-10,-11,-7,-4
Nn1c(SCC(=O)N2c3ccccc3Sc3ccccc32)nnc1-c1n[nH]c2c1CCC2,13,-7,5,.,-1,7,-9,-16,-8,.
COc1ccccc1C(=O)N/C(=C\c1ccc(Br)cc1)C(=O)NCCCO,-4,-10,1,2,1,-2,-15,1,4,-5
CCc1ccc(-n2ncc(Cl)c(Oc3ccc(OC)cc3)c2=O)cc1,.,3,-3,.,4,-5,-4,7,1,.
Oc1ccc(/C=N/Nc2ccc(Cl)nn2)cc1O,2,-6,3,13,-8,-3,4,25,1,21

# Grouped by structure, the entries above containing fluorine.
SMILES,rCAG RNA binder,GC-B act,PRMT1 inh,TCR CD3 inh,LEDGF integ inh,MBD2 DNA inh,TDP2 inh,ABHD4 inh,SIAE inh,HTRA1 inh
FC(F)(F)c1cccc(Cc2noc(CN3CCC(N4CCCCC4)CC3)n2)c1,-3,3,-5,4,5,-3,3,0,-1,2
CC1CCC2(CC1)NC(=O)N(CC(=O)NCCc1ccc(F)cc1)C2=O (stereo not given),4,2,6,0,-5,12,0,-12,-3,4

# (listing goes on)
SMILES,rCAG RNA binder,GC-B act,PRMT1 inh,TCR CD3 inh,LEDGF integ inh,MBD2 DNA inh,TDP2 inh,ABHD4 inh,SIAE inh,HTRA1 inh
CCN(C[C@H]1N[C@@](Cc2ccccc2)(C(=O)OC)[C@H]2C(=O)N(C)C(=O)[C@@H]12)C(=O)C1CCCCC1,-3,2,3,5,-2,5,10,3,-1,-4
CC1CCCCN1C(=S)NC(=O)c1cccs1 (stereo not given),2,7,-3,1,6,0,15,0,8,6
CC(C)C(NC(=O)CC12CC3CC(CC(C3)C1)C2)C(=O)O (stereo not given),0,1,-3,1,-2,4,-9,-4,2,3
CC(=O)Nc1ccc(NC(=O)c2ccc(Cl)nc2)cc1,0,-1,-2,-4,-4,1,3,-1,-2,-2
Nc1c(C(=O)NCc2ccc(F)cc2)c2nc3ccccc3nc2n1CCCN1CCOCC1,8,-5,3,5,-3,-1,-4,19,8,-7
CC1CN(C(=O)c2cccs2)CCN1C(=O)c1cccs1 (stereo not given),-3,4,-1,-6,1,2,2,-5,2,-3
Cc1ccc(NC(=O)N2CC(C)OC(C)C2)cc1[N+](=O)[O-] (stereo not given),4,-3,0,3,-1,2,2,0,-2,.
S=C1NC2CCCCC2N1 (stereo not given),-2,7,2,-4,-3,1,9,1,0,-2
CCN(CC(=O)Nc1ccccc1OC)CC(=O)Nc1sccc1C#N,1,-1,0,2,2,0,4,0,-7,-5
N#Cc1ccc(Nc2nc(-c3ccccc3)c(C(=O)c3ccccc3)s2)cc1,12,2,4,5,2,2,-5,-12,-26,.
CC(C)N(C(=O)CSc1nn2c(=O)c(C(C)(C)C)nnc2s1)c1ccccc1,-4,6,-2,3,-4,-6,-1,1,-1,-1
Cc1ccc(C(=O)C(C)N(C(=O)c2ccc(Cl)cc2Cl)N2C(=O)CCCC2=O)cc1 (stereo not given),-2,-5,9,0,5,8,-8,-5,-9,2
COc1cc(CCCN2C(N)=NC[C@@H]2c2ccccc2)cc(OC)c1OC,8,1,2,-2,2,-2,1,10,-1,1
COc1ccc(CCNC(=O)COC(=O)c2cccn2C)cc1,-1,2,1,-6,-3,3,8,-3,-3,1
C/C(=N\N(c1ccccc1)c1ccccc1)c1ccco1,-5,-1,5,8,0,4,6,6,5,3
CCN(CC)S(=O)(=O)c1ccc(NC(=O)C2COc3ccccc3O2)cc1 (stereo not given),0,-12,-3,0,3,-2,-5,-8,-9,-5
Cc1ccc(NC(=O)CC2SC(=NC3CCCCC3)NC2=O)cc1 (stereo not given),3,0,8,0,-4,9,1,-18,-2,-5
CCc1ccc(N2CC(C(=O)Nc3nc4ccc(S(C)(=O)=O)cc4s3)CC2=O)cc1 (stereo not given),8,-2,6,4,-3,-3,8,-2,-6,-11
O=C(COc1cccc(Cl)c1)NNC(=S)Nc1ccccc1,2,3,10,-1,1,2,-16,3,2,2
Cc1c(NC(=O)CN2CCN(c3ccc(F)cc3)CC2)c(=O)n(-c2ccccc2)n1C,-2,-2,1,6,1,-5,8,4,-2,13
CCOc1cc(/C=C2\C(=N)N3N=C(CC)SC3=NC2=O)ccc1OCCOc1ccc(NC(C)=O)cc1,34,-2,0,-2,-2,9,0,-21,-12,0
Cc1cccc(N2CCN(C(=O)C3CCN(S(=O)(=O)c4cccnc4)CC3)CC2)c1C,0,4,0,-4,-2,1,4,4,2,-1
CC(C)C(=O)c1cn(CC(=O)O)c2ccccc12,0,-2,-2,7,1,1,1,-7,19*,-4
C=CCNC(=S)N1CCN(c2ccc([N+](=O)[O-])cc2)CC1,2,-2,3,5,-1,-12,-4,4,-3,2
Cc1ccc(C)c(N2CCN(C(=O)CCc3nc(-c4ccccc4Cl)no3)CC2)c1,2,1,0,-1,-3,-2,-2,-6,-9,-16
# The listing continues.
SMILES,rCAG RNA binder,GC-B act,PRMT1 inh,TCR CD3 inh,LEDGF integ inh,MBD2 DNA inh,TDP2 inh,ABHD4 inh,SIAE inh,HTRA1 inh
CCOC(=O)C1=C(C(=O)OCC)C2N(Cc3ccc(C#N)cc3)c3ccccc3[C@@]23C[C@@H](C(=O)OC)N(S(=O)(=O)c2ccccc2)C3=N1 (stereo not given in full),16,0,6,2,-4,4,1,-1,-2,.
CN1CCN(c2nc(C#N)cc(-c3ccccc3)n2)CC1,-4,-4,1,4,-1,3,3,-4,-9,-7
CCc1cc(C(=O)N2CCCC(Nc3ccc(F)c(F)c3)C2)n(C)n1 (stereo not given),-7,6,0,0,-1,2,-5,10,11,7
COc1ccc(-c2nnc(SCC(=O)Nc3cccnc3Cl)n2C)cc1,-5,4,1,-2,0,-5,2,-1,3,1
O=C(Cn1nc(-c2ccccc2)ccc1=O)Nc1ccc(N2CCN(C(=O)c3cccs3)CC2)cc1,2,-12,1,9,1,-1,-10,1,1,4
Cc1ccc(CC2CC(=O)N(c3cc(Cl)ccn3)C2=O)cc1 (stereo not given),-3,0,-1,-6,-2,2,7,-2,-2,4
O=C(O)CCCn1cc(NC(=O)COc2cc(F)ccc2[N+](=O)[O-])cn1,-1,-4,-3,4,-3,-7,0,-1,1,4
COc1ccc(CCNC(=O)C2(C)CCC(=O)N2Cc2ccc3c(c2)OCO3)cc1OC (stereo not given),2,-8,-2,1,3,4,4,-2,8,1
O=S(=O)(c1ccccc1)N1CCC(O)(CSc2ccc(F)cc2)CC1,-3,5,2,-6,-2,0,-6,-8,-5,-5
Cc1ccc(N2CCN(/N=C/C=C/c3ccccc3)CC2)cc1,-4,1,-3,1,3,-3,6,1,2,0
c1ccc2nc3[nH]cnc3nc2c1,2,3,-4,-3,2,-2,0,4,9,3
CCN(CC)S(=O)(=O)c1cccc(C(=O)Nc2cc3oc4ccccc4c3cc2OC)c1,2,1,2,-9,1,1,-2,-3,-7,-9
CC1CN(C(=O)c2ccccc2)OC(c2ccc3c(c2)OCO3)O1 (stereo not given),-3,4,0,-1,0,2,12,6,0,-1
O=C(Cc1ccccc1)NNC(=O)c1cccs1,-1,5,2,-6,0,7,0,0,5,-2
O=C(NCCN1C(=O)S/C(=C/c2ccccc2)C1=O)C1CC(=O)N(Cc2ccccc2)C1 (stereo not given),2,-9,2,-4,-1,0,7,2,2,25
COc1cc(OC)cc(C(=O)NN(CCC#N)C2=NS(=O)(=O)c3ccccc32)c1,1,3,-3,-4,-1,-2,9,1,-2,0
Cc1cc(SCNC(=O)c2ccccc2)ncn1,0,3,71*,0,-5,-1,-6,2,-2,3
Cc1c(C(=O)NCc2ccc(Cl)c(Cl)c2)sc(=O)n1Cc1cccc(F)c1,1,-4,-1,0,0,-3,-12,-16,-12,.
Cc1nc2scc(-c3cccs3)c2c(=O)o1,2,6,3,1,-2,-1,-3,3,3,4
O=C(c1ccc(Cl)cc1)N(Cc1ccccc1F)N1C(=O)CCCC1=O,-8,-6,3,-10,-1,4,-3,4,2,-1
